Tat export inh: blocks Tat-dependent protein export in E. coli; E. coli MC4100 TorA-mCherry Tat export, fluorescence; inhibition, % at 10 µM; 0.036% of 340,000 active;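 active = mean replicate inhibition at least 50% and at least half of replicates individually reaching 50%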;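 also: exported cargo escapes ClpAP degradation while cytoplasmic cargo is degraded and loses fluorescence; 0% = median of neutral control wells and 100% = median of NaSCN control wells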
PvdQ inh: P. aeruginosa PvdQ acylase inhibition; purified PvdQ acylase, fluorescence plate reader; inhibition, % at 10 µM; 0.063% of 340,000 active; AID 488965; in the data active = inhibition above about 30%, passing the limit was not always enough;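 also: 0% = vehicle neutral wells and 100% = reference inhibitor wells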
AddAB inh: less growth of phage-infected E. coli with AddAB; E. coli expressing H. pylori AddAB, absorbance growth; AID 435030; 0.29% of 330,000 active; inhibition, % at 11.9 µM; in the data active = inhibition above about 12%;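 also: 0% = vehicle wells of infected cells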
phage Ecoli inh: E. coli growth loss with phage present; growth absorbance; inhibition, % at 11.9 µM; 0.26% of 360,000 active; in the data active = inhibition above about 11%
Wnt act: Wnt/beta-catenin pathway activation | Wnt/beta-catenin reporter cell assay, activator, plate reader | activation, % at 9.35 µM | 1.2% of 300,000 active | AID 743398; in the data active = activation above about 30%, passing the limit was not always enough;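 also: 0% = neutral control wells and 100% = positive control wells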
Ecoli viability: counter-screen for AddAB inhibitors: E. coli growth inhibition; E. coli V3065 growth, OD600 absorbance, 18 h; inhibition, % at 11.9 µM; 0.27% of 330,000 active; AID 449728;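 active = inhibition above the campaign's mean inhibition across all tested compounds plus 3 SD, cut at about 9.9% in these data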;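 also: uninfected addAB+ strain grown without phage in ampicillin broth; 0% = DMSO wells and 100% = ciprofloxacin 0.95 µg/ml wells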
DAGLB inhibitor: blocks human DAGLB lipase activity; AID 504411; inhibition, % at 5.17 µM; 0.059% of 340,000 active; HEK293T DAGLB membrane lysate, EnzChek fluorogenic substrate; in the data active = inhibition above about 34%;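 also: 0% = enzyme with vehicle and 100% = wells lacking enzyme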
Target sequence (Q8NCG7 whole entry, looked up): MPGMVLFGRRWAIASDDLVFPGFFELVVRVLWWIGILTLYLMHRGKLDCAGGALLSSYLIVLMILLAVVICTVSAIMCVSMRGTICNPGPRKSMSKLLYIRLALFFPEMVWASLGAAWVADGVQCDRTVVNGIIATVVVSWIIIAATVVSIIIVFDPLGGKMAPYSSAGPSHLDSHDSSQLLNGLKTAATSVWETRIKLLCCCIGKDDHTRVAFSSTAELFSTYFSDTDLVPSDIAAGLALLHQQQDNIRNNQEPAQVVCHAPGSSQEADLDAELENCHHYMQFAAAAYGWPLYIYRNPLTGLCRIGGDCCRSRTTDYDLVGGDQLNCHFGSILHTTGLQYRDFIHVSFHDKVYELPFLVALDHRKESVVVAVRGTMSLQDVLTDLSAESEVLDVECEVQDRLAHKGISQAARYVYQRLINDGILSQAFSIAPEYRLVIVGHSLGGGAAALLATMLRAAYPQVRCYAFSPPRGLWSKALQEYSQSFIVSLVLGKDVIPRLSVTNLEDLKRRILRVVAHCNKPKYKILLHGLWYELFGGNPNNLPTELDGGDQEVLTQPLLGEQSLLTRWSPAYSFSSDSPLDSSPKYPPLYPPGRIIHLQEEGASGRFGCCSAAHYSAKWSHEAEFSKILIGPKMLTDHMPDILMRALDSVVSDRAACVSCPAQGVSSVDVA
Rtt109 HAT inh: inhibitors of Candida albicans Rtt109/Vps75 histone acetyltransferase; Q5AAJ8; purified Rtt109/Vps75, ThioGlo CoA-SH fluorescence, 4 h; inhibition, % at 34.9 µM; 0.16% of 330,000 active;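 active = inhibition of at least 50% in every replicate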
Target sequence (Q5AAJ8 whole entry, looked up): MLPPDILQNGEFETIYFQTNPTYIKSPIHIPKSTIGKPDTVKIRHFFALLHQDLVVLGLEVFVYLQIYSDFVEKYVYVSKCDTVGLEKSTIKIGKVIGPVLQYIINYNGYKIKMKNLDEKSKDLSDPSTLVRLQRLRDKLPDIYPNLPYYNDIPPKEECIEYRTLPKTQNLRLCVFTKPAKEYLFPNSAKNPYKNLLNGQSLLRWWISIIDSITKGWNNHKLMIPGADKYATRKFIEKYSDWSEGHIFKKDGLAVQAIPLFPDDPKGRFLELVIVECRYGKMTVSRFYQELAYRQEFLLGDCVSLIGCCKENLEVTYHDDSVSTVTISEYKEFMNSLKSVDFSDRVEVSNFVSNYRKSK
PfHsp90 set2: growth inhibition of yeast expressing Plasmodium Hsp90 | S. cerevisiae expressing PfHsp90, BacTiter-Glo ATP, 48 h; yeast lacking PDR1 and PDR3 efflux regulators | inhibition, % at 9.4 µM | 0.32% of 310,000 active | AID 504621;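 active = every replicate shows inhibition above about 80%, whatever the replicate mean, limit read from the data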;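 also: 0% = DMSO neutral controls and 100% = 20 µM radicicol positive controls; yeast relying on Plasmodium falciparum Hsp90 in place of its own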
CAL PDZ inh: blocks peptide binding to human CAL PDZ domain | AID 504414 | inhibition, % at 20 µM | purified CAL PDZ, TMR-peptide fluorescence polarization, 1 h | Q9HD26 | 0.02% of 330,000 active;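 active = highest replicate inhibition of at least 40%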;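 also: plate controls were DMSO neutral control wells for no effect and unlabeled competitor peptide control wells for full effect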
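Material – purified CerCALP PDZ construct · Detection – FP readout, S and P plane fluorescence · Measure – percent inhibition from loss of millipolarization · Controls – unlabelled peptide for full inhibition, DMSO wells as neutral · Probe or stimulus – TMR-labelled reporter peptide T*-PRC34 bound in PDZ groove · Times – 1 h at RT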
Starred values were filed as active, the others as inactive; nt = no result given.

(1) Cc1n[nH]c(=O)nc1NCCN(C)C
(2) Cc1ccnc(SCC(=O)Nc2cccc(S(=O)(=O)N3CCOCC3)c2)n1
(3) CC(=O)c1cc2c(cc1N/C(=N/S(=O)(=O)c1ccccc1)c1ccc(Cl)cc1)OCO2
(4) O=C(CO/N=C1\CCCc2nonc21)Nc1ccccc1Cl
(5) Cn1ccnc1C(=O)Cc1ccc([N+](=O)[O-])cc1
(6) O=S(=O)(c1ccccc1)N1CCN(C(=S)NCc2ccccc2)CC1
(7) COc1cccc(Cn2cnc3c(sc4nc(C)cc(C)c43)c2=O)c1
(8) Cc1ccc(S(=O)(=O)N(C)Cc2ccc(C(=O)N/N=C/c3ccc(OC(F)F)cc3)cc2)cc1

Compound	1	2	3	4	5	6	7	8
Tat export inh	-2	-1	4	-2	nt	-4	-6	36
PvdQ inh	-9	-8	14	-11	nt	10	-15	-17
AddAB inh	1.9	-0.2	4.3	1.5	0.0	0.6	3.2	2.5
phage Ecoli inh	2.3	3.0	3.1	3.2	2.5	1.2	2.4	-8.5
Wnt act	5	-6	nt	8	0	0	0	-17
Ecoli viability	-1.5	0.5	-0.9	-0.2	-1.0	2.7	-3.5	-0.6
DAGLB inhibitor	0	0	0	-2	nt	0	-5	-1
Rtt109 HAT inh	21	0	1	-4	nt	4	-13	-20
PfHsp90 set2	9	-8	-8	10	nt	nt	-18	-1
CAL PDZ inh	nt	-0.1	0.6	-0.3	nt	0.3	-2.6	-3.1

(9) C/C(=N\NC(=O)c1ccccc1C)c1cccnc1
(10) O=C(N[C@H]1CCC(=O)N([C@H](CSc2ccccc2)Cc2ccccc2)CC1)OCc1ccccc1
(11) Oc1c(C=C2N=c3ccccc3=N2)sc(=S)n1-c1ccc2ccccc2c1
(12) Cc1ccc(S(=O)(=O)N2CCC(NC(=O)c3ccccc3)CC2)cc1
(13) O=C(/C=C/c1ccccc1[N+](=O)[O-])NCc1cccnc1
(14) Cc1ccc(S(=O)(=O)N2CCC(C(=O)Nc3nnc(-c4ccco4)s3)CC2)cc1
(15) COc1ccc(C(=O)N2CCN(S(=O)(=O)c3ccc(C)cc3)CC2)cc1S(=O)(=O)N1CCOCC1
(16) CSc1nsc(SC)c1NC(=O)OC1CCCCC1

Compound	9	10	11	12	13	14	15	16
Tat export inh	0	6	11	-4	-1	-3	3	7
PvdQ inh	-3	0	22	3	3	-1	-5	-11
AddAB inh	2.2	3.4	2.5	0.0	3.7	2.3	-1.2	2.0
phage Ecoli inh	0.6	0.6	3.0	1.3	3.6	1.0	1.1	-0.3
Wnt act	1	-6	10	1	1	0	-1	1
Ecoli viability	-0.5	1.4	0.0	-2.4	2.8	-0.1	0.1	1.3
DAGLB inhibitor	-7	-3	0	2	-1	0	-4	-1
Rtt109 HAT inh	-3	4	-4	-2	1	nt	-4	-3
PfHsp90 set2	1	8	-11	nt	-14	-20	4	-51
CAL PDZ inh	0.2	0.3	0.4	-2.6	-0.2	-1.5	-2.4	0.0

(17) N#C/C(=N\Nc1cccc(F)c1)C(=N)N1CCCCCC1
(18) CCc1nnc(NS(=O)(=O)c2ccc(NC(=O)/C=C/c3ccc(OC)cc3OC)cc2)s1
(19) O=[N+]([O-])c1ncn(Cc2ccccc2Cl)n1
(20) Cc1cnc(C(=O)OC(C)C(=O)c2c(C)[nH]c3ccccc23)cn1 (stereo not drawn)
(21) CC1=C(C(=O)OCc2ccccc2)C(c2cccc([N+](=O)[O-])c2)NC(=O)N1CCCCCC(=O)O (stereo not drawn)
(22) COc1cccc(CNCCO)c1OCc1ccccc1
(23) COc1ccc(C2C3=C(CC(C)(C)CC3=O)Oc3ncn(CCO)c(=N)c32)cc1OC (stereo not drawn)
(24) Cc1cccc(N=C2NC(=O)/C(=C/c3cccnc3)S2)c1

Compound	17	18	19	20	21	22	23	24
Tat export inh	7	-6	-4	2	1	-11	-6	0
PvdQ inh	2	7	-10	0	-1	4	-5	-5
AddAB inh	3.8	1.9	1.1	2.9	4.5	2.8	2.5	1.5
phage Ecoli inh	2.9	4.0	0.8	4.3	0.3	4.4	2.4	4.2
Wnt act	13	0	-2	3	-4	5	nt	0
Ecoli viability	0.9	-0.5	4.5	0.2	-0.2	0.2	0.0	0.4
DAGLB inhibitor	0	0	0	2	1	0	0	4
Rtt109 HAT inh	-9	23	-5	7	14	13	-2	5
PfHsp90 set2	15	-26	18	-24	31	-5	nt	-6
CAL PDZ inh	0.7	-5.3	-1.2	-2.7	-1.1	-3.7	-2.8	-5.7

Profiles, looked up by structure:
Results for CC1=C(C(=O)OCc2ccccc2)C(c2cccc([N+](=O)[O-])c2)NC(=O)N1CCCCCC(=O)O (stereo not drawn) = Tat export inh: 1; PvdQ inh: -1; AddAB inh: 4.5; phage Ecoli inh: 0.3; Wnt act: -4; Ecoli viability: -0.2; DAGLB inhibitor: 1; Rtt109 HAT inh: 14; PfHsp90 set2: 31; CAL PDZ inh: -1.1
Results for COc1ccc(C2C3=C(CC(C)(C)CC3=O)Oc3ncn(CCO)c(=N)c32)cc1OC (stereo not drawn) = Tat export inh: -6; PvdQ inh: -5; AddAB inh: 2.5; phage Ecoli inh: 2.4; Wnt act: nt; Ecoli viability: 0.0; DAGLB inhibitor: 0; Rtt109 HAT inh: -2; PfHsp90 set2: nt; CAL PDZ inh: -2.8

(listing goes on)
(25) COC(=O)c1ccc2c(=O)[nH]c(COC(=O)c3c(-c4ccccc4Cl)noc3C)nc2c1
(26) C=CCNC(=O)C1CCN(S(=O)(=O)CC)CC1
(27) CCc1ccc(NC(=O)C(C)Sc2nc(-c3ccco3)c(C#N)c(=O)[nH]2)cc1 (stereo not drawn)
(28) COc1cc(C(=O)Nc2cccc(NC(=O)c3ccccc3)c2)cc(OC)c1OC
(29) CCOc1ccc(NC(=O)COc2ccc3c(c2)CCC3)cc1OC
(30) CCOC(=O)c1c(-c2ccccc2)csc1NC(=O)c1ccc(N2C(=O)CCC2=O)cc1
(31) CCN(CC(=O)NCc1cccs1)S(=O)(=O)c1ccc(F)c(F)c1F
(32) CC(C)C1COS(=O)(=O)NC1CC(=O)SC(C)(C)C (stereo not drawn)

Compound	25	26	27	28	29	30	31	32
Tat export inh	7	-1	7	-6	8	-6	-4	6
PvdQ inh	-11	4	-23	-17	-9	-8	11	0
AddAB inh	1.6	1.8	1.1	-0.8	0.8	2.4	1.0	1.6
phage Ecoli inh	2.6	-0.6	0.4	1.8	-0.1	2.8	2.0	2.1
Wnt act	-3	nt	0	2	-1	-3	-1	-2
Ecoli viability	0.6	0.4	-0.1	0.0	-0.2	-0.4	-0.5	0.6
DAGLB inhibitor	2	0	9	-2	-3	0	-1	0
Rtt109 HAT inh	1	0	23	0	1	-14	-4	-5
PfHsp90 set2	9	1	-30	10	-9	-14	20	22
CAL PDZ inh	-3.0	-0.4	-3.4	-2.5	-3.2	-0.8	-2.0	0.8

(33) CC1=C(C(=O)O)N2C(=O)C(NC(=O)c3ccc(F)cc3)C2SC1 (stereo not drawn)
(34) CC1(C(=O)NC2CCCCCCC2)CCC(=O)N1CCN1CCOCC1 (stereo not drawn)
(35) COc1cc(C(C)=O)ccc1COc1ccc(C(=O)OC(C)C(=O)NC(N)=O)cc1OC (stereo not drawn)
(36) COc1cc(Cl)ccc1OCc1cc(C(=O)NCCCN2CCCC2=O)no1
(37) COc1cccc2sc(Nc3nc(-c4ccccn4)cs3)nc12
(38) CCOc1ccc(S(=O)(=O)N2CCC(C(=O)N3CCCCCC3)CC2)cc1Cl
(39) CCC1CCCCN1Cc1ccc(OC)c(C)c1 (stereo not drawn)
(40) CC(C)CNC(=O)c1cccc(NC(=O)COc2ccc([N+](=O)[O-])cc2)c1

Compound	33	34	35	36	37	38	39	40
Tat export inh	8	-8	0	1	-1	3	-4	-4
PvdQ inh	-7	-3	-15	-9	-3	-13	-7	-7
AddAB inh	1.2	0.6	1.7	1.9	-4.3	-2.9	3.1	3.7
phage Ecoli inh	2.6	0.6	1.7	3.2	nt	-0.9	-1.2	5.3
Wnt act	-5	nt	0	-1	-4	3	-1	-1
Ecoli viability	1.1	-1.5	-2.1	2.5	-5.5	0.0	-4.2	0.5
DAGLB inhibitor	3	0	0	-2	2	-1	1	-2
Rtt109 HAT inh	-1	-4	-1	-1	5	10	-2	9
PfHsp90 set2	-38	-15	-32	-1	107*	3	-18	-2
CAL PDZ inh	1.3	-0.1	-1.1	-3.2	1.4	-2.3	-1.8	-2.3

(41) CCC(C)C(Nc1ccc(C(=O)OC)cc1[N+](=O)[O-])C(=O)OC (stereo not drawn)
(42) Brc1ccc(-c2cnco2)cc1
(43) CC1(C)CC(C(CC(=O)N2CCCC2)Cc2ccccc2)CCO1 (stereo not drawn)
(44) CCOc1ccc(NC(=S)NC2CC3CCC(C2)N3Cc2ccco2)cc1 (stereo not drawn)
(45) Cc1nnc2ccc(-c3ccc(NC(=O)c4cccnc4Cl)cc3)nn12
(46) O=C(O)c1ccc(S(=O)(=O)c2ccc3c(c2)C(=O)N(c2ccc(O)cc2)C3=O)cc1
(47) COc1cccc(-c2nn(-c3ccccc3)cc2/C=C(\C#N)C(=O)NCCCn2ccnc2)c1
(48) Cc1cccc(-n2ncc3c(N(CCO)CCO)ncnc32)c1

Compound	41	42	43	44	45	46	47	48
Tat export inh	5	-3	23	-3	-3	-2	5	-4
PvdQ inh	-5	-13	3	-7	5	-3	13	-15
AddAB inh	2.6	3.2	3.0	4.3	0.8	1.2	-0.6	-0.5
phage Ecoli inh	2.8	4.0	2.8	5.3	-0.7	-0.6	3.7	2.4
Wnt act	6	-1	-2	0	-3	1	10	6
Ecoli viability	-3.9	-0.2	0.2	2.3	-1.6	-2.0	-1.5	-2.2
DAGLB inhibitor	-3	0	-1	0	0	1	-5	0
Rtt109 HAT inh	3	-2	1	-1	4	-2	1	4
PfHsp90 set2	9	nt	-7	-30	8	3	-89	1
CAL PDZ inh	-2.0	-2.0	1.6	-0.5	-1.4	-0.4	-2.8	0.8

(49) Cc1ccc(-c2nc(CS(=O)CC(=O)NCCN(CC(C)C)CC(C)C)c(C)o2)cc1 (stereo not drawn)
(50) COc1ccc(Cl)cc1NC(=O)CN(C)Cc1cccs1
(51) CCc1ccc(CNC(=O)C2CCCN(c3nnc(C)c4c(C)n(-c5ccccc5)nc34)C2)cc1 (stereo not drawn)
(52) Cc1nc(-c2cccs2)ccc1C(=O)O
(53) Nc1c([N+](=O)[O-])cnnc1-c1ccccc1
(54) CCCOc1cccc(C(=O)NCCCNC(=O)c2cccnc2)c1
(55) O=C(O)CC1Oc2ccc(Cl)cc2NC1=O (stereo not drawn)
(56) CCN(CC(=O)NC1CCS(=O)(=O)C1)c1nc(-c2ccccc2)nc2ccccc12 (stereo not drawn)
(57) COC1=C/C(=C/c2c(N)n3cc(C)sc3nc2=O)C=CC1=O

Compound	49	50	51	52	53	54	55	56	57
Tat export inh	-2	-1	2	3	-9	0	-8	5	-4
PvdQ inh	-19	-11	-19	-9	-6	-3	-8	6	-7
AddAB inh	-0.3	4.0	2.8	0.5	0.8	1.8	1.8	-1.4	4.8
phage Ecoli inh	2.2	1.1	2.1	-1.0	4.5	1.7	0.9	1.6	4.3
Wnt act	nt	0	8	0	-2	1	-2	nt	-1
Ecoli viability	-1.7	-1.4	-2.3	1.6	1.9	0.3	0.5	-3.5	-1.2
DAGLB inhibitor	-1	-10	5	1	1	0	-1	-3	2
Rtt109 HAT inh	-2	-10	13	-1	-5	4	-9	-11	-5
PfHsp90 set2	-13	16	-2	nt	18	-16	23	8	-30
CAL PDZ inh	-0.8	-3.2	-2.3	-0.7	-2.0	-0.1	-0.1	0.1	-1.9

Compound activity as filed in PubChem BioAssay.

Not a hit list; overall some 1.9% were active at least once.
